From PubChem BioAssay
SKN-1 inh – inhibitors of C. elegans SKN-1; C. elegans VP596 Pgst-4::GFP/RFP ratio, acrylamide-induced, 24 h; inhibition, % at 21.8 µM; 360,000 tested, 0.49% active; AID 624304;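 active means interference check ratio from 0.5 to 1.5 plus GFP to RFP signal ratio inhibition reaching or exceeding a fixed threshold, cut at about 30% in these data, passing the limit was not always enough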; further: some compounds called inactive have numbers as strong as hits
SUMO1-SIM PPI – modulators of human SUMO1-mediated protein-protein interactions; 360,000 tested, 0.33% active; SUMO1 binding to a labelled peptide, TR-FRET, 1 h; P63165; inhibition, % at 20 µM; AID 602429; in the data active means inhibition above about 37%
Target sequence (P63165 whole entry, looked up): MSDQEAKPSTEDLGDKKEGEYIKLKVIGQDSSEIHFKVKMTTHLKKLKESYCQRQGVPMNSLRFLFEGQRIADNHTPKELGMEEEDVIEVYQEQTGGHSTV
Scp-1 inhibitor – inhibitors of human Scp-1 phosphatase; Q9GZU7; Recombinant Scp1, phosphopeptide, malachite green phosphate absorbance; inhibition, % at 20 µM; 340,000 tested, 0.88% active; AID 493091;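 active means inhibition above about 50% at 20 µM, limit read from the data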;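 further: plate controls were DMSO wells with enzyme for no effect and wells lacking enzyme for full effect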
Target sequence (Q9GZU7 76-261 limits assumed): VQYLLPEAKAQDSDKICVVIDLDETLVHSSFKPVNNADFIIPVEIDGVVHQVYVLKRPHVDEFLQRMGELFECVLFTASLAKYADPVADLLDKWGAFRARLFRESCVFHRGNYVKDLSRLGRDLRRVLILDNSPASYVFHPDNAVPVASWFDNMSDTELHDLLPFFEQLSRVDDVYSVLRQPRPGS
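Material: truncated SCP-1 phosphatase (76-261aa) / Buffer or medium: 50 mM Tris acetate pH 5.5, 0.005% Tween-20, 10 mM MgCl2 / Compound dosing: one concentration, 20 µM, with 1.0% DMSO / Incubation: 45 min room-temperature reaction, 5 min colour, 30 min stabiliser / Detection: colorimetric free-phosphate detection, absorbance 630 nm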
CendR NRP1 mod – modulators of CendR peptide binding to human neuropilin-1; FAM-RPARPAR peptide binding to NRP-1, fluorescence polarization; inhibition, % at 25 µM; 360,000 tested, 0.85% active; AID 602438;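 active means inhibition or corrected inhibition above about 18%, plus a signal ratio from 0.5 to 1.5, limit read from the data, passing the limit was not always enough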; further: strong numbers were not always called active
LMPTP inh – LMPTP (human) inhibition; P24666; recombinant LMPTP-A, OMFP fluorogenic substrate, fluorescence intensity; inhibition, % at 20 µM; 360,000 tested, 0.22% active; AID 651560;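 active means compounds that cut the enzyme signal by at least half of the control window in the single-dose screen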;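 further: plate controls were DMSO wells with enzyme plus substrate for no effect and substrate without enzyme for full effect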
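test system = LMPTP-A | amount = 0.625 nM LMPTP-A final | reagent = fluorogenic phosphatase substrate OMFP at 400 µM final | incubation = 50 min at room temperature | benchmarks = no-enzyme low control, uninhibited high control | medium = Bis-Tris pH 6.0, DTT, detergent | signal = fluorescence intensity of OMFP turnover product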
NadD block – NadD (S. aureus) enzyme inhibition | purified NadD enzyme, colorimetric absorbance read-out | inhibition, % at 20 µM | 360,000 tested, 0.78% active | AID 602399; in the data active means inhibition above about 26%; further: some compounds past the cut are filed as inactive
TbMetRS inhib – Trypanosoma brucei MetRS inhibition; purified T. brucei MetRS, ATP depletion, Kinase-Glo luminescence; inhibition, % at 11.9 µM; 360,000 tested, 0.4% active; AID 624268;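 active means inhibition above a per-plate cutoff of the control wells' mean inhibition plus 3 SD, cut at about 5.5% in these data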;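 further: 0% = DMSO wells median and 100% = median of wells with control inhibitor compound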
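Dosing: 11.9 µM compound single dose, 0.9% DMSO; Assay system: purified T. brucei MetRS enzyme; Measured by: Kinase-Glo luciferase luminescence reporting remaining unconsumed ATP; Schedule: 15 min plus 2 h at 25 °C.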
DNMT1 inh – blocks human DNA methyltransferase DNMT1 | P26358 | DNMT1 molecular beacon, Hinp1I cleavage, fluorescence | inhibition (reported as % activation of signal), % at 10 µM | 360,000 tested, 0.83% active | AID 588458; in the data active means inhibition above about 50%
STEP inh – inhibitors of human striatal-enriched phosphatase STEP | P54829 | inhibition, % at 20 µM | recombinant STEP, OMFP fluorogenic substrate, fluorescence | 360,000 tested, 0.25% active;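 active means inhibition at 20 µM, scaled per plate between control wells, above about 37%, limit read from the data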;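 further: 0% = DMSO with enzyme and substrate and 100% = substrate only without enzyme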
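Test system: STEP tyrosine phosphatase / Reagent: OMFP at 25 µM / Doses: 20 µM, 1% DMSO / Read-out: percent inhibition scaled to no-enzyme and uninhibited-enzyme controls, plate-pattern corrected / Detection: FITC-channel fluorescence of OMFP product / Medium: Bis-Tris buffer pH 6.0, 2.5 mM DTT, 0.005% Tween 20 / Schedule: 20 min at room temperature, dark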
Neddylation inh – blocks human cullin neddylation. P61081+Q13564. TR-FRET cullin neddylation, biochemical. calls only at 25 µM. 360,000 tested, 0.58% active; in the data active means inhibition above about 36%
Target sequence (P61081 whole entry, looked up): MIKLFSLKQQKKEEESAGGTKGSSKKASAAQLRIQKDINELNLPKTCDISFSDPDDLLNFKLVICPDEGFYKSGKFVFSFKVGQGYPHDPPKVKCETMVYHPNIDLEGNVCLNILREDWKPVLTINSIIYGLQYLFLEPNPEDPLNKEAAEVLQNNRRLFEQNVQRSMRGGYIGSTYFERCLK
Target sequence (Q13564 whole entry, looked up): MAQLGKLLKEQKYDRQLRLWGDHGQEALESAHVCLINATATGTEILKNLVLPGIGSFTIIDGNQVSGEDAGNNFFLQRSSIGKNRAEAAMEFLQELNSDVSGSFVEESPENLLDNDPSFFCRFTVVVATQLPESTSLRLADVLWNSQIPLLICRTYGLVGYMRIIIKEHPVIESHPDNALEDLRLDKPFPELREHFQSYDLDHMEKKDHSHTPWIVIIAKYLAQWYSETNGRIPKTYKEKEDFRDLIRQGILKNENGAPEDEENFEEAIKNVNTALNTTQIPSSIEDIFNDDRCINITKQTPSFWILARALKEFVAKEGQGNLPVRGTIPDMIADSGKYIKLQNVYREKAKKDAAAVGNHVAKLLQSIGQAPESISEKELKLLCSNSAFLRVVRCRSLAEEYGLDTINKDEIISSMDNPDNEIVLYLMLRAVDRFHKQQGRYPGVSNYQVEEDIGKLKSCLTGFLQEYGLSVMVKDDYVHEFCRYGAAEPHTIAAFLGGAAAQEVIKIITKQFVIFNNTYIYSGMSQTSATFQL
Active calls of the source: *; i = inactive; / = not tested or not shown.

SKN-1 inh,SUMO1-SIM PPI,Scp-1 inhibitor,CendR NRP1 mod,LMPTP inh,NadD block,TbMetRS inhib,DNMT1 inh,STEP inh,Neddylation inh,molecule
6.6,-1.8,-7.7,3.8,1.0,-2.3,0.1,-0.4,-3.2,i,CC1Cc2nc(SCC(=O)Nc3ccc4c(c3)OCCO4)n(C)c(=O)c2S1 (stereo not drawn)
0.0,0.3,-7.1,-7.4,0.4,-3.1,0.4,-2.5,1.6,i,CCOC(=O)c1c(C)c(C)n(Cc2ccc(OC)c(OC)c2)c1C
-8.6,44.6*,94.9*,1.1,56.6*,20.0,-0.2,81.4*,97.8*,i,O=C(N/N=C\C=C\c1ccc(Br)cc1)c1ccc2c(c1)OCO2
9.7,-4.3,-4.6,-4.5,-0.5,0.2,0.6,4.1,0.3,i,COC(=O)CSc1nnc(-c2ccc(OC)cc2OC)o1
-0.2,-2.6,2.9,-6.4,0.1,4.4,-0.6,1.7,0.4,i,COc1ccccc1N1CCN(C(=O)CCC(=O)O)CC1
-3.1,-0.1,-3.0,6.2,-0.5,1.0,-0.5,3.6,-0.9,i,COCC(=O)N1CCN(c2cccc(Cl)c2)CC1
17.1,-14.5,/,-0.1,2.1,5.7,7.5*,4.9,-0.1,i,Cc1cc(C)cc(C(O)c2ncc(-c3ccc4ccccc4c3)[nH]2)c1 (stereo not drawn)
5.2,0.9,-9.1,3.9,0.1,-0.7,0.1,-2.1,-1.4,i,O=C(Nc1cccc(-n2cnnn2)c1)c1cccnc1
21.8,7.0,16.5,17.5,6.9,16.3,-0.1,-16.8,-0.6,/,COc1ccc(-c2[nH]c(-c3ccc4c(c3)OCO4)nc2-c2ccccc2)cc1
5.2,-1.5,/,0.7,-0.9,-0.8,-0.3,/,/,i,COc1ccc(Cn2cc(CN3CC(N4CCSCC4)CS3(=O)=O)nn2)cc1 (stereo not drawn)
2.0,-4.0,3.6,-2.9,-1.6,-8.9,-0.1,2.3,-0.3,i,CN(C(=O)c1cccc(S(=O)(=O)N2CCCC2)c1)C1CCCCC1
1.9,-0.7,0.5,-0.7,1.0,-2.4,-0.8,-1.3,-2.1,i,Cc1nc(C)c(-c2csc(Nc3ccc(O)cc3C)n2)s1
3.8,-3.1,-9.6,-0.1,0.7,-3.6,0.3,1.0,-1.4,i,O=C(NNc1ccccc1Br)C(=O)n1ccc2ccccc21
-2.6,2.9,/,-8.3,0.0,0.8,-1.2,2.9,0.4,i,O[C@@H]1C[C@H](c2ccccc2)N(Cc2cccs2)C[C@H]1n1cc(C2CC2)nn1
4.1,-0.8,/,-7.9,-0.4,2.3,-0.3,-3.5,-0.6,i,COc1cccc(NC(=O)C2(C)CCN2Cc2cccc(OC)c2F)c1 (stereo not drawn)
11.0,-2.3,2.9,25.4*,2.9,1.7,-1.3,-9.1,3.4,i,Cc1ccn2c(-c3csc(NCc4ccccc4)n3)c(C)nc2c1
-0.9,-0.6,-2.0,-1.7,0.5,-4.6,0.1,2.5,-1.6,i,O=C(NCC(c1ccco1)N1CCN(c2ccccc2)CC1)C(=O)NC1CCCCC1 (stereo not drawn)
5.2,3.8,0.0,-14.8,-0.8,-5.9,-1.1,-0.6,-0.3,i,O=C(NC1CCCCC1)C1CC(O)CN1C(=O)OCc1ccccc1 (stereo not drawn)
-7.4,-5.0,33.9,-9.9,5.0,-1.2,-0.4,20.4,-1.0,i,COc1ccc(C(=O)COC(=O)/C=C/c2ccccc2)c(OC)c1
-15.0,6.6,-9.1,2.1,-0.8,-1.8,0.0,5.7,1.6,i,O=C(NC(c1ccccc1)c1ccccc1)C1CCCN(S(=O)(=O)c2cnc[nH]2)C1 (stereo not drawn)
-6.5,2.5,/,-7.8,-3.1,-0.6,-0.5,/,/,i,O=C(NCc1ccccn1)[C@@H]1CCCN1C(=O)[C@@H]1CCCN1
6.3,-34.3,-15.6,2.5,1.6,-5.3,-0.9,11.5,1.6,i,CCN(CC)CC(O)Cn1c(C)c(-c2ccccc2)c2cc([N+](=O)[O-])ccc21 (stereo not drawn)
10.4,-12.4,-2.0,1.2,-0.4,-2.6,-0.1,1.3,-1.2,i,CCOC(=O)c1cn(CC#N)c2cc(F)c(F)cc2c1=O
9.6,3.8,-2.7,-2.1,3.1,4.0,-0.1,-1.3,-2.7,i,Oc1ccc(/C=N/Nc2nc(-c3ccc(Cl)cc3)cc(C(F)(F)F)n2)cc1
11.2,-2.2,/,-0.8,-0.3,0.4,-0.1,-2.6,-2.5,i,FC(F)(F)c1nc2nccnc2[nH]1
-5.1,3.5,-4.3,7.1,-0.1,-0.9,-0.1,-1.4,3.3,i,CCC(C)Sc1nc(O)c(Cc2ccccc2)c(=O)[nH]1 (stereo not drawn)
23.9,-0.8,-7.7,-35.6,1.4,-0.1,-0.1,-14.5,0.0,i,CC(=O)n1cc([C@@H]2C=C(C(=O)NCc3ccccc3)O[C@H](OCCCCO)C2)c2ccccc21
13.0,0.8,-11.0,-16.5,0.2,-3.8,-0.1,1.3,-1.6,i,Cc1ccc(C)c(NC(=O)Nc2ccc3c(c2)OCO3)c1
-12.6,20.3,0.2,9.7,-0.9,-0.8,0.0,1.5,-3.7,i,O=C(CC(c1ccccc1)c1cc(Br)ccc1O)NCCN1CCOCC1 (stereo not drawn)
1.0,0.7,-5.7,4.0,-0.7,-2.0,-0.3,2.1,-0.8,i,CCN(C(=O)COC(=O)CCC(=O)c1ccc(C)cc1)c1c(N)n(Cc2ccccc2)c(=O)[nH]c1=O
23.9,1.2,-9.7,-1.3,-0.8,-1.2,-0.5,1.3,3.1,i,C[C@H]1CCC[C@]2(C)C[C@H]3OC(=O)C(CN4CCCCCC4)[C@H]3C=C12 (stereo partly drawn)
23.3,0.9,0.0,-7.5,0.5,1.1,-0.2,5.7,0.1,i,N#Cc1cc2c(nc1SCC(=O)N1CCCCC1)CCCC2
-5.7,-0.3,-8.4,-12.5,-1.2,-7.9,-0.5,-5.0,-2.2,i,CCN(CC)c1ccc(C2C3CCCCC3(O)CCN2CC(=O)Nc2ccccc2)cc1 (stereo not drawn)
11.7,-0.1,/,-4.5,-1.4,-0.3,0.1,1.8,3.8,/,CC(C)=CCn1c2ccc(NC(=S)NC3CC3)cc2c(=O)n1C
-3.5,-0.2,-5.0,17.4,0.2,-4.6,-0.7,-1.4,0.0,i,CCOC(=O)C1(Cc2cccc(OC)c2)CCN(Cc2ccccc2)CC1
8.7,-23.2,-5.7,-1.3,2.0,-4.3,0.1,-2.9,1.8,i,Cc1cccc2c3nc4ccccc4nc3n(C)c12
7.2,1.5,-6.5,-3.2,-0.4,-3.8,-0.1,2.4,0.3,i,O=c1cc(-c2ccccc2)cc(-c2ccccc2)n1CCO
-1.2,-3.1,-8.0,0.1,1.9,4.5,0.1,4.6,-6.8,i,CCOC(=O)C1=C(C)Nc2nc(SC)nn2C1c1ccc(C(=O)OC)cc1 (stereo not drawn)
2.6,-0.2,-6.9,5.7,-2.4,-3.2,-0.7,-1.4,-5.8,i,CCCOC(=O)c1ccc(NC(=O)C2C3C=CC(O3)C2C(=O)O)cc1 (stereo not drawn)
-0.9,-1.4,-2.6,-3.3,-0.1,-7.0,-0.8,-1.4,-0.7,i,CC(=O)c1ccc(NC(=O)C(C)N(C)CC(=O)Nc2cccc(F)c2)cc1 (stereo not drawn)

Single entries from the entries so far:
For CendR NRP1 mod, CCOC(=O)C1(Cc2cccc(OC)c2)CCN(Cc2ccccc2)CC1 is entered as 17.4
For NadD block, Cc1cccc2c3nc4ccccc4nc3n(C)c12 is entered as -4.3

Next results follow.
SKN-1 inh,SUMO1-SIM PPI,Scp-1 inhibitor,CendR NRP1 mod,LMPTP inh,NadD block,TbMetRS inhib,DNMT1 inh,STEP inh,Neddylation inh,molecule
1.5,4.2,12.7,10.0,-1.1,-4.1,-0.7,0.8,0.2,i,CCn1c(SCC#N)nc2cc(S(=O)(=O)N3CCOCC3)ccc21
-10.4,2.7,2.6,-0.1,-1.9,-1.3,-0.1,0.4,-3.5,i,O=C(O)C(c1ccccc1)C(O)C1CC=CCC1 (stereo not drawn)
9.4,1.5,-2.6,-0.5,2.9,10.2,0.1,0.1,1.7,i,Cc1ccc(N(Cc2cc3cc(C)ccc3[nH]c2=O)C(=O)c2cccs2)cc1
11.4,-0.2,-5.6,2.2,0.6,1.8,-0.6,0.5,0.2,i,Cc1cc(NC(=O)c2c(Cl)cnn2C)no1
-10.1,1.9,2.4,0.7,-1.8,4.0,-0.1,2.0,-1.2,i,CC1CN(c2cc(=O)n(Cc3ccc(F)cc3)c(=O)[nH]2)CC(C)O1 (stereo not drawn)
1.3,-13.1,-4.2,-0.6,1.1,-9.2,0.4,-3.4,0.4,i,O=C(O)c1ccc(N/N=C/c2ccc(C(F)(F)F)cc2)cc1
-0.6,0.5,-2.0,-1.7,-0.7,-5.2,0.4,2.2,-1.9,i,CCC(=O)NC(=S)Nc1ccc(OC)cc1OC
7.1,3.2,3.4,12.1,2.2,1.1,-0.4,-2.7,3.8,i,O=C(CSC1=NS(=O)(=O)c2cc(Cl)ccc2N1)c1ccc(Cl)cc1
-4.5,-3.5,/,6.3,1.5,3.1,-0.1,/,/,i,COC(=O)[C@@]1(Sc2ccc(C)cc2)CC(=O)N(C(=O)/C=C/c2ccccc2)[C@@H]1c1ccccc1

Molecules listed so far that have fluorine, in the order listed:
SKN-1 inh,SUMO1-SIM PPI,Scp-1 inhibitor,CendR NRP1 mod,LMPTP inh,NadD block,TbMetRS inhib,DNMT1 inh,STEP inh,Neddylation inh,molecule
4.1,-0.8,/,-7.9,-0.4,2.3,-0.3,-3.5,-0.6,i,COc1cccc(NC(=O)C2(C)CCN2Cc2cccc(OC)c2F)c1 (stereo not drawn)
10.4,-12.4,-2.0,1.2,-0.4,-2.6,-0.1,1.3,-1.2,i,CCOC(=O)c1cn(CC#N)c2cc(F)c(F)cc2c1=O
9.6,3.8,-2.7,-2.1,3.1,4.0,-0.1,-1.3,-2.7,i,Oc1ccc(/C=N/Nc2nc(-c3ccc(Cl)cc3)cc(C(F)(F)F)n2)cc1
11.2,-2.2,/,-0.8,-0.3,0.4,-0.1,-2.6,-2.5,i,FC(F)(F)c1nc2nccnc2[nH]1
-0.9,-1.4,-2.6,-3.3,-0.1,-7.0,-0.8,-1.4,-0.7,i,CC(=O)c1ccc(NC(=O)C(C)N(C)CC(=O)Nc2cccc(F)c2)cc1 (stereo not drawn)
-10.1,1.9,2.4,0.7,-1.8,4.0,-0.1,2.0,-1.2,i,CC1CN(c2cc(=O)n(Cc3ccc(F)cc3)c(=O)[nH]2)CC(C)O1 (stereo not drawn)
1.3,-13.1,-4.2,-0.6,1.1,-9.2,0.4,-3.4,0.4,i,O=C(O)c1ccc(N/N=C/c2ccc(C(F)(F)F)cc2)cc1
